Compound activity: PubChem, Sanford-Burnham Center for Chemical Genomics
TAG inh: inhibitors of triacylglycerol accumulation, primary screen, cell-based, uHTS, fluorescence, H9c2; H9c2 cells, Nile Red lipid (TAG) fluorescence; cells loaded with 200 µM oleic acid; inhibition, % at 12.5 µM; actives 0.66% (n = 230,000); AID 651582, 2012;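 active = pattern-corrected inhibition of lipid staining of at least 50% with the nuclear-stain viability signal not falling by more than 50%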;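 note: 0% = DMSO wells and 100% = triacsin C control wells; some results filed as inactive read as strong as hits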
TAG inh DAPI viability: further read-out of TAG inh, marked with its call; DAPI nuclei signal change (viability), lower = more cytotoxic, %;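 whole-well DAPI fluorescence read on a plate reader as a viability signal; minus 50 percent equals half of cells still viable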
Starred values were filed as active, the others as inactive.

cpd | Structure | TAG inh DAPI viability | TAG inh
1 | CC[C@H](C)[C@H]1CNC(=O)C(=O)N1CC1CCN(CCCc2ccc(OC)c(OC)c2)CC1 | 2 | 3
2 | O=C(CSc1n[nH]c(-c2ccccc2)n1)Nc1ccccc1O | -13 | 13
3 | CC1(c2ccccc2Cl)NC(=O)N(CC(=O)c2ccc3c(c2)OCO3)C1=O (configuration not stated) | 3 | 5
4 | Cc1cc(-c2ccco2)n(CC(=O)NCCCc2ccccc2)n1 | 2 | -8
5 | COCCn1c(SCC(=O)N2CCCCCC2)nc2c(c1=O)SCC2 | -4 | -9
6 | NC(=O)c1nnsc1Sc1c(C(N)=O)nnn1-c1cccc(N)c1 | -5 | 16
7 | CC(C)c1nc(SCC(=O)N2CCOCC2)c2c(=O)n(C)c(=O)n(C)c2n1 | -4 | 8
8 | CC1CCCCN1C(=O)COC(=O)c1cc([N+](=O)[O-])ccc1N (configuration not stated) | -1 | -2
9 | O=C(COC(=O)Cn1cnc2ccccc21)NCCc1ccc(Cl)cc1 | 2 | 6
10 | O=C(COC(=O)[C@H](Cc1ccccc1)NC(=O)c1ccco1)Nc1ccccc1OC(F)F | -7 | -10
11 | Cc1ccc(CNC(=O)[C@H](C)[C@H]2C[C@]2(C)[C@H](NC(=O)OCc2ccccc2)c2ccccc2)o1 | -5 | -17
12 | C=CCOC(=O)C1=C(C)OC(N)=C(C#N)C1c1ccc2c(c1)OCO2 (configuration not stated) | 5 | -7
13 | CCOc1ccccc1NC(=O)C(=O)N/N=C/c1ccc([N+](=O)[O-])cc1 | 4 | 1
14 | O=C1c2ccccc2C(=O)N1CCSc1n[nH]c(=S)s1 | 2 | -9
15 | CC1(C)Cc2c(cnn2-c2ccccc2)-c2c1c1ccccc1n2CC(O)CCl (configuration not stated) | 24 | 6
16 | COc1ccc(NC(=O)C2CCN(C(=O)Cc3ccccc3)CC2)c(OC)c1 | 9 | 1
17 | COc1ccc(OC)c(CN2CCN(CCc3ccccc3)C(CCO)C2)c1 (configuration not stated) | 4 | 3
18 | Cc1cccc(C(=O)N(C(=O)c2cccc(C)c2)N(C)C)c1 | -13 | 12
19 | S=C(Nc1ccccc1)c1ccccn1 | -62 | 72
20 | CC(=O)Nc1ccc(S(=O)(=O)Nc2nc3ccccc3nc2Nc2cccc(O)c2)cc1 | -8 | 14
21 | CCC1C(=O)N=C(SCC(=O)Nc2ccccc2)NC1=O (configuration not stated) | 4 | -3
22 | COc1ccc(C(c2sc3ncnn3c2O)N2CCN(c3ccccc3F)CC2)cc1OC (configuration not stated) | 0 | 6
23 | COc1ccc(OC)c(N2C(N)=NC(N)=NC23CCCC3)c1 | 3 | -4
24 | CC1CCN(C(=O)c2ccc(CSc3nc4ccncc4n3Cc3ccc(F)cc3)cc2)CC1 | 12 | -2
25 | O=C(Cc1ccc(Cl)cc1)Nc1ccc2oc(-c3ccncc3)nc2c1 | 12 | -23
26 | Cc1ccc(OCCNC(=O)CCNS(=O)(=O)c2ccc(C)cc2)cc1 | 10 | 0
27 | C[C@H]1CCCCO[C@H](CN(C)Cc2ccncc2)[C@@H](C)CN([C@@H](C)CO)C(=O)c2cc(NS(=O)(=O)c3ccccc3)ccc2O1 | -5 | -4
28 | CCOc1ccc(CCNC(=O)CN(C)S(=O)(=O)c2cccs2)cc1OCC | -7 | 43
29 | OCOCCCn1c(C2CCCN2c2nc(-c3ccc(F)cc3)cs2)nc2cc(Cl)c(N3CCCCC3)cc21 (configuration not stated) | -9 | 36
30 | COc1ccccc1NC(=O)C(=O)N(c1cccnc1)C(C(=O)NC(C)(C)C)c1ccccc1 (configuration not stated) | -9 | 7
31 | CC(C)CC(=O)NCc1ccc2[nH]c3c(c2c1)CCCC3 | 14 | -6
32 | CCOc1ccc(N(CC(=O)Nc2ccc(C)c(C)c2)S(C)(=O)=O)cc1 | 7 | -3
33 | Cc1ccc2oc(=O)c3cnn(CC(=O)N(Cc4ccco4)C4CCCCC4)c3c2c1 | 0 | -3
34 | CCOC(=O)Cc1csc(SCC(=O)Nc2ccc(C)cc2F)n1 | 1 | -10
35 | COC(=O)c1scc(C)c1N/N=C(\C)c1ccc(F)cc1F | 7 | -14
36 | CC(OC(=O)/C=C/c1cccs1)C(=O)Nc1ccc(C(N)=O)cc1 (configuration not stated) | 7 | -12
37 | Cc1ccccc1-c1n[nH]c(=S)n1/N=C/C=C/c1ccco1 | -3 | -6
38 | CCN(CC)S(=O)(=O)c1cc(NC(=O)CCCOc2ccc(C(C)=O)cc2)ccc1C | 5 | -16
39 | CC1(C)CC(N(Cc2cccs2)C(=O)c2ccco2)CCO1 (configuration not stated) | -2 | -4
40 | O=C(COC(=O)C1=Cc2ccccc2OC1)NCc1ccc(F)cc1 | 4 | 12

The final 4 compounds of the section above come first, to join the parts:
cpd | Structure | TAG inh DAPI viability | TAG inh
37 | Cc1ccccc1-c1n[nH]c(=S)n1/N=C/C=C/c1ccco1 | -3 | -6
38 | CCN(CC)S(=O)(=O)c1cc(NC(=O)CCCOc2ccc(C(C)=O)cc2)ccc1C | 5 | -16
39 | CC1(C)CC(N(Cc2cccs2)C(=O)c2ccco2)CCO1 (configuration not stated) | -2 | -4
40 | O=C(COC(=O)C1=Cc2ccccc2OC1)NCc1ccc(F)cc1 | 4 | 12
41 | Cn1cc(Br)c(NS(=O)(=O)c2ccc(Cl)s2)n1 | 4 | 2
42 | Cc1noc(C)c1NC(=O)N(C)C[C@@H]1OCc2cnnn2CCCC(=O)N([C@@H](C)CO)C[C@@H]1C | 0 | 1
43 | COc1ccc(C2CC(c3ccccc3)=NN2C(=O)COC(=O)/C=C/c2ccc(O)c(OC)c2)cc1 (configuration not stated) | 6 | 42
44 | COCCCNc1nc2c(c(=O)[nH]c(=O)n2C)n1CC(O)COc1ccccc1C (configuration not stated) | 2 | 16
45 | CCn1ccnc1CN(C)C(=O)C1CCC(=O)N(Cc2cccc(C(F)(F)F)c2)C1 (configuration not stated) | 4 | -15
46 | Cc1cc([N+](=O)[O-])nn1CC(=O)Nc1nc2ccccc2s1 | -1 | -13
47 | O=S(=O)(c1ccc2ccccc2c1)n1cccn1 | -1 | 12
48 | CC(C)(C)OC(=O)C[C@@H]1C/C=C\C[C@@H](CC(=O)N(CCO)Cc2ccccc2)C(=O)N2CCC[C@@H]2COC1=O | -3 | 13
49 | CCNC(=O)C1(C)CCN(C(=O)c2ccc(C(=O)OC)cc2)C1 (configuration not stated) | -6 | 8
50 | Cc1sc2nc(C)n(/N=C/c3ccc(O)cc3)c(=O)c2c1C | 0 | -35
51 | Fc1cccc(CCN2C(=S)NC[C@@H]2Cc2ccccc2)c1 | 3 | -15
52 | CC(OC(=O)c1ccc([N+](=O)[O-])o1)C(=O)Nc1nc(-c2ccc(F)c(F)c2)cs1 (configuration not stated) | -3 | 7
53 | Cc1ccc(OCC(=O)NCc2ccco2)c([N+](=O)[O-])n1 | 3 | 1
54 | CCOC(=O)C1=C(C)NC(=O)NC1C1CC=CCC1 (configuration not stated) | -13 | 8
55 | O=C(COC(=O)c1ccccc1C(=O)c1ccc(Cl)cc1)NCC1CCCO1 (configuration not stated) | -3 | -21
56 | CCOC(=O)c1ccc(N2C(=O)c3n[nH]c(C)c3C2c2ccc(O)cc2)cc1 (configuration not stated) | 9 | 2
57 | CN(C)CCOc1ccc(-c2c(-c3ccsc3)sc3ccccc23)cc1 | 3 | 21
58 | Cc1cccc(C(=O)N/N=C/c2ccc3c(c2)OCO3)n1 | 7 | 3
59 | O=C(c1cccs1)N1CCN(c2ncc(C(F)(F)F)cc2Cl)CC1 | -7 | -20
60 | CCc1cc2c(NCC3CCCO3)nc(C)nc2s1 (configuration not stated) | -5 | -11
61 | CCn1c2ccccc2c2cc(NC(=O)CSc3nnc(-c4cccc(C)c4)o3)ccc21 | -6 | 22
62 | CCC1CCC(N2CCN(c3cccc(OC)c3)CC2)CC1 (configuration not stated) | 4 | -3
63 | Cc1ccc(N2CN(Cc3ccco3)CNC2=S)cc1 | 2 | -19
64 | Cc1onc(-c2ccccc2)c1C(=O)OCc1nnc(-c2ccc([N+](=O)[O-])cc2)o1 | 4 | -29
65 | CN1CCN(CCc2nc3cc(NC(=O)c4ccco4)ccc3n2C)CC1 | 8 | -1
66 | CCOC(=O)C1CCCCN1Cc1ccc(OC)c(OC)c1OC (configuration not stated) | -24 | 9
67 | COc1ccc(OC)c(-c2csc(N(CC3CCCO3)C(=O)C3CCCCC3)n2)c1 (configuration not stated) | 1 | -2
68 | Cc1ccc(CNC(=O)CS(=O)(=O)CC(=O)O)cc1 | 10 | -24
69 | CCc1cccc2c(C(=O)COC(=O)c3nn(C)c(=O)c4ccccc34)c[nH]c12 | 3 | 10
70 | CCNC(=O)C1(C)CCCN(Cc2cccc3c2OCCO3)C1 (configuration not stated) | 13 | -3
71 | CCCn1c(C)cc(C(=O)CN2C(=O)NC3(CCCCCC3)C2=O)c1C | -2 | -6
72 | Fc1ccc(-n2c(Cn3nnc4ccccc43)n[nH]c2=S)cc1 | -3 | -1

Part of the list above, set out differently:
67. COc1ccc(OC)c(-c2csc(N(CC3CCCO3)C(=O)C3CCCCC3)n2)c1 (configuration not stated)
- TAG inh DAPI viability = 1
- TAG inh = -2

68. Cc1ccc(CNC(=O)CS(=O)(=O)CC(=O)O)cc1
- TAG inh DAPI viability = 10
- TAG inh = -24

69. CCc1cccc2c(C(=O)COC(=O)c3nn(C)c(=O)c4ccccc34)c[nH]c12
- TAG inh DAPI viability = 3
- TAG inh = 10

70. CCNC(=O)C1(C)CCCN(Cc2cccc3c2OCCO3)C1 (configuration not stated)
- TAG inh DAPI viability = 13
- TAG inh = -3

Next compounds follow:
cpd | Structure | TAG inh DAPI viability | TAG inh
73 | CC1CCC(NC(=S)NCCN(C)C)CC1 (configuration not stated) | 4 | 0
74 | COc1ccc(/C=C/C(=O)OCC(=O)NC2CCCC(C)C2C)c(OC)c1 (configuration not stated) | -7 | 15
75 | O=C(O)CNC(=O)c1ccc(NC(=O)/C(=C/c2cccc([N+](=O)[O-])c2)NC(=O)c2ccco2)cc1 | 2 | 6
76 | CCN(CCn1cccn1)Cc1nc(-c2ccccc2)no1 | 8 | 1
77 | CC1CC(=O)N(CCc2ccccc2)C(=O)C1 | 6 | 1
78 | Cc1ccc(N2Cc3ccccc3C2=O)cc1 | 0 | 14
79 | Cc1cc(C)cc(OCC(=O)OCC(=O)N2CC(=O)Nc3ccccc32)c1 | -8 | 8
80 | CNS(=O)(=O)c1cccc(C(=O)OCC(=O)Nc2ccc(-c3nc4ccc(C)cc4s3)cc2)c1 | 81 | 8
81 | CCOc1ccc2nc(N3CCC(C(=O)N4CCN(C(=O)c5ccco5)CC4)CC3)sc2c1 | -7 | -13
82 | Cc1nn(C)c(C)c1S(=O)(=O)N(CC(=O)NCc1cccs1)c1ccc(C(C)C)cc1 | -9 | 1
83 | COC(=O)c1c(C(=O)OC)c(C)n(Cc2ccco2)c1C | -2 | 13
84 | COc1cc2c(c(OC)c1OC)-c1ccc(SC)c(=O)cc1C(NC(=O)C(F)(F)F)CC2 (configuration not stated) | -14 | 30
85 | O=C(O)C1(S(=O)(=O)CCC(F)=C(F)F)CC1 | 0 | 11
86 | NC(N)=NCCCS(=O)(=O)Nc1ccc(Nc2c3ccccc3nc3cc([N+](=O)[O-])ccc23)cc1 | 13 | 3
87 | COc1ccc(C(=O)Oc2c(C)occc2=O)cc1OC | -4 | 5
88 | CCCc1nc(SCC(=O)Nc2ccc(N3CCOCC3)cc2)c2ccccc2n1 | -1 | 20
89 | Cc1nnc(SCC(=O)N(C)c2ccccc2)n1-n1cccc1 | -1 | 3
90 | CN(C(=O)c1cccc(NC(=O)Cc2ccc(NC(=O)C3CCN(C(=O)C4CC4)CC3)cc2)c1)C1CCCCC1 | 5 | 14
91 | O=C(COC(=O)c1cccc(S(=O)(=O)N2CCCCC2)c1)NCc1cccc(Cl)c1 | -7 | 3
92 | C#CCOCCOCCOCCNc1nc(N2CCN(C(=O)[C@H]([C@@H](C)CC)n3cc(CCCCN)nn3)CC2)nc(N2CCN(C(=O)[C@H](CCCCN)n3cc(CCC(=O)O)nn3)CC2)n1 | 7 | 2
93 | Cc1sc2ncn(CC(=O)NCCCOC(C)C)c(=O)c2c1S(=O)(=O)N1CCN(c2ncccn2)CC1 | 9 | 7
94 | Nc1nc(CCOc2ccc(F)cc2)cs1 | -1 | -4
95 | COc1ccc(S(=O)(=O)Nc2cc(C(C)C)c(O)cc2C)cc1 | -7 | 33
96 | N#CC1(Nc2ccc(C(=O)O)cc2)CCCC1 | -5 | 7
97 | Cc1ccc(/C=N/NC(=O)c2nnn(-c3nonc3N)c2CSc2ccc(Cl)cc2)cc1 | 19 | 9
98 | COc1ccccc1OC(=O)CCc1nc2ccccc2s1 | -3 | 21
99 | CSc1nnc(C(C)(C)C)c(=O)n1/N=C/c1c(O)ccc2ccccc12 | -4 | 5
100 | COc1ccc(C(CNC(=O)c2ccc(S(=O)(=O)Nc3ccccc3F)cc2)N(C)C)cc1 (configuration not stated) | 7 | 12
101 | CCOc1ccc(-n2c(N)c(C(=O)NCc3ccco3)sc2=S)cc1 | 2 | 13
102 | COC(=O)c1sc(N2C(=O)C(O)=C(C(=O)c3ccc(C)o3)C2c2ccc(OC)c(OC)c2)nc1C (configuration not stated) | 2 | 3
103 | Cc1cc(NC(=O)c2ccc3sc([C@@H]4O[C@H](CO)[C@H](O)[C@H](O)[C@H]4O)nc3c2)n(C)n1 | -1 | 5
104 | Cc1ccc2[nH]c3c(=S)nc[nH]c3c2c1 | 15 | -2
105 | CCC1(CC)NC(=O)N(CC(=O)Nc2ccc(-n3cnnn3)cc2)C1=O | -12 | 9
106 | CC(=O)c1ccc(NC2OC(CO)C(O)C(O)C2O)cc1 (configuration not stated) | -11 | -4
107 | O=C(c1ccccc1O)N1N=C(C(F)(F)F)CC1(O)c1ccc([N+](=O)[O-])cc1 (configuration not stated) | -3 | -5
108 | Cc1cc(C)c(OCCOCCN(C)C)c(Br)c1 | 6 | 12
109 | O=C(O)c1cc(Cl)nc2ccccc12 | 1 | 2
110 | CCCCCC(=O)N1CCN(CCN=CC2=C(O)CC(c3cccs3)CC2=O)CC1 (configuration not stated) | -5 | 2

Only part of the results is shown (hit frequency here may not be typical).
